Compound activity: PubChem, several laboratories
M1 antag = human M1 muscarinic receptor antagonists, primary screen, CHO-K1 cells, Fluo-8 calcium fluorescence, 1536-well; AID 588852, 2011; inhibition, % at 3 µM; actives 1.3% (n = 360,000); CHO-K1 hM1, ACh EC80 antagonist;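 active means percent inhibition above its own plate's cutoff, namely the mean of that plate's compound wells plus 3 SD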;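 further: peak over basal fluorescence ratio during 140 s after agonist addition; 0% = ACh EC80 plus DMSO and 100% = DMSO alone without agonist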
Target sequence (P11229 whole entry, looked up): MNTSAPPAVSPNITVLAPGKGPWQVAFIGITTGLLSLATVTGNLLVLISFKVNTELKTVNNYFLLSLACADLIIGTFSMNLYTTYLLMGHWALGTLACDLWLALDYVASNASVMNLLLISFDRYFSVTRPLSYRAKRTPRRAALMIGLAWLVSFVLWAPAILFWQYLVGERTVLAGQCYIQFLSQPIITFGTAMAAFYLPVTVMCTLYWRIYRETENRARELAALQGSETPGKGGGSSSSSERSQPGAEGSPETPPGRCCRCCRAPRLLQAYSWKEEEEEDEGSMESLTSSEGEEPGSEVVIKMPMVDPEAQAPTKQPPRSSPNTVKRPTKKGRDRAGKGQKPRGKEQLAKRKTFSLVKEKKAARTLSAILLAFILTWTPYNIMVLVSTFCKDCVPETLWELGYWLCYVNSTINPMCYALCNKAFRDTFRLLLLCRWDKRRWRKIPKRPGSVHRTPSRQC
M1 PAM = human M1 muscarinic receptor positive allosteric modulators, primary screen, CHO-K1 cells, Fluo-8 calcium fluorescence, 1536-well. CHO-K1 hM1, ACh EC20; 0% = ACh EC20, 100% = maximal ACh. Muscarinic acetylcholine receptor M1 (Homo sapiens), P11229. AID 588819, 2011. actives 0.088% (n = 360,000). activation, % at 3 µM; in the data active means activation above about 19%, passing the limit was not always enough
M4 antag = human M4 muscarinic receptor antagonists, primary screen, CHO cells, Fluo-8 calcium fluorescence. CHO-hM4 cells, ACh EC80. actives 0.73% (n = 360,000). Muscarinic acetylcholine receptor M4 (Homo sapiens), P08173. inhibition, % at 3 µM;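 active means inhibition above its plate's cutoff, the mean inhibition of sample wells plus 3 SD, cut at about 27% in these data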;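 further: 0% = acetylcholine EC80 with DMSO and 100% = DMSO without agonist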
CHRM5 PAM = human M5 muscarinic receptor positive allosteric modulators, primary screen, CHO-K1 cells, Fluo-8 calcium fluorescence | Muscarinic acetylcholine receptor M5 (Homo sapiens), P08912 | CHO-K1 hM5, ACh EC20 PAM; 0% = ACh EC20, 100% = ACh EC100 | activation, % at 3 µM | actives 0.3% (n = 360,000) | AID 624038, 2012;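 active means activation above the run cutoff, the mean activation of all test compounds plus 3 SD, cut at about 18% in these data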
Target sequence (P08912 whole entry, looked up): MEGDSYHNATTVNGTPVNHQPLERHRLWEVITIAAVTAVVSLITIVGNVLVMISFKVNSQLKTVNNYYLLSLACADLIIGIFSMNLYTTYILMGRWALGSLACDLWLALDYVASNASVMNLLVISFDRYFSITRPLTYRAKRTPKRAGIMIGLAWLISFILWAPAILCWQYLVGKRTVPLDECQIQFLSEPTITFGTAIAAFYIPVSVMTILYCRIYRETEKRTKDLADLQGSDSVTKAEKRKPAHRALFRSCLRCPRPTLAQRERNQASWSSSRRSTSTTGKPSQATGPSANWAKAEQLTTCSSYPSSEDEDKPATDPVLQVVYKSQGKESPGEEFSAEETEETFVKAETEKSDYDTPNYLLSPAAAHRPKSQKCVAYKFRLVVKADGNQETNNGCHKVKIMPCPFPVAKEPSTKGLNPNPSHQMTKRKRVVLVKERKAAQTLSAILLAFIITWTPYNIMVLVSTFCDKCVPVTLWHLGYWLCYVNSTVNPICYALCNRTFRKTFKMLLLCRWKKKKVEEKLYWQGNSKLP
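Probe or stimulus: acetylcholine, EC20 level; Assay system: human M5 receptor in CHO-K1 cells; Schedule: compound preincubation 140 s before EC20 acetylcholine addition; Technique: intracellular calcium via Fluo-8 fluorescence; Dosing: single-point, 3 µM nominal; Read-out basis: percent activation from peak-over-basal fluorescence ratio, scaled EC20-to-EC100 acetylcholine; Repeats: one well per compound, no replicates.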
CRFBP-R2 agonist = agonists of CRF-BP/CRF-R2 complex, primary screen, cell-based, HEK293, calcium dye fluorescence, uHTS. AID 588473, 2011. CRF-binding protein / CRF receptor 2 complex (human). actives 0.46% (n = 350,000). activation, % at 13.2 µM. calcium dye fluorescence (FLIPR); percent of saturating CRF peptide response;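 active means activation of at least 50%, plus an integration ratio under a set limit after plate pattern correction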;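 further: plate controls were neutral control wells without compound for no effect and CRF at EC100 for full effect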
CHRM5 antagonist = human M5 muscarinic receptor antagonists, primary screen, CHO cells, Fluo-8 calcium fluorescence; CHO-hM5 cells, ACh EC80; inhibition, % at 3 µM; actives 0.59% (n = 360,000); AID 624040, 2012;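 active means inhibition above a per-plate cutoff, the mean of that plate's test compounds plus 3 SD, cut at about 27% in these data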;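 further: 0% = acetylcholine EC80 with DMSO and 100% = DMSO without agonist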
CHRM4 agonist = human M4 muscarinic receptor agonists, primary screen, CHO-K1 cells, Fluo-8 calcium fluorescence. Muscarinic acetylcholine receptor M4 (Homo sapiens), P08173. CHO-K1 hM4/Gqi5; vehicle 0%, full acetylcholine response 100%. activation, % at 3 µM. actives 0.14% (n = 360,000);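 active means activation above the run mean over all test wells plus 3 SD, cut at about 32% in these data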;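 further: peak over basal fluorescence ratio per well then scaled between controls; 0% = DMSO wells and 100% = acetylcholine at EC100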
CHRM4 PAM = human M4 muscarinic receptor positive allosteric modulators, primary screen, CHO-K1 cells, Fluo-8 calcium fluorescence. activation, % at 3 µM. Muscarinic acetylcholine receptor M4 (Homo sapiens), P08173. AID 624126, 2012. actives 0.4% (n = 360,000). CHO-K1 hM4/Gqi5, ACh EC20; 0% = ACh EC20, 100% = maximal ACh;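 active means activation above its plate's cutoff, the mean activation of sample wells plus 3 SD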; further: some results filed as inactive read as strong as hits
M5 ag = human M5 muscarinic receptor agonists, primary screen, CHO-K1 cells, Fluo-8 calcium fluorescence; Muscarinic acetylcholine receptor M5 (Homo sapiens), P08912; CHO-K1 hM5 cells; 0% DMSO wells, 100% maximal acetylcholine response; activation, % at 3 µM; actives 0.19% (n = 360,000); AID 624037, 2012;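 active means activation above the run's mean over test compounds plus 3 SD, cut at about 23% in these data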;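 further: signal is peak over basal fluorescence ratio across the kinetic read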
An asterisk follows results filed as active; . = not tested or not shown.

canonical_smiles	CHRM5 PAM	CHRM5 antagonist	CHRM4 PAM	CHRM4 agonist	M1 PAM	CRFBP-R2 agonist	M5 ag	M1 antag	M4 antag
CCOc1ccc(N2C(=O)C3ON(c4ccccc4)C(c4ccco4)C3C2=O)cc1 (stereo not drawn)	12	-12	14	2	7	-1.2	1	-3	-16
Cc1cc(C)n(-c2nnc(NCc3ccc(Cl)cc3)nn2)n1	7	-1	4	7	15	-2.7	0	5	11
COc1ccccc1-c1ccc(SCc2ccccc2)nn1	-9	4	-5	1	5	-0.4	-5	-4	-7
C#CCn1c(=NC(=O)c2cccs2)sc2cccc(OC)c21	-10	2	-1	2	0	4.8	-2	-7	-4
COc1cc(NC(=O)COc2ccccc2Cl)ccc1NC(=O)C(C)C	0	5	-4	3	1	-1.3	2	6	2
O=C(c1cccc(C(F)(F)F)c1)C1CCCN(Cc2cccn2-c2ncccn2)C1 (stereo not drawn)	1	-12	-19	8	-28	17	-7	13	-3
Cc1c(C(=O)OCC2CCCO2)[nH]c2c1C(=O)CC(c1ccco1)C2 (stereo not drawn)	-2	-5	4	7	4	-0.9	3	-38	-4
COc1ccc(C(=O)N/N=C(/C)c2cccc(NC(=O)c3ccccc3F)c2)cc1	-10	14	2	3	2	-0.3	-4	0	-11
O=c1cnn(Cc2ccc(F)cc2)c2ccccc12	-6	18	-9	1	2	-1.4	-3	6	6
CCOCCn1c(=O)c2c(nc3n2CCN3c2ccc(CC)cc2)n(C)c1=O	-2	2	-2	0	3	-5.2	1	-6	6
S=C1SCN(Cc2cccs2)CN1Cc1cccs1	-6	2	-1	1	-5	4.7	-3	0	-5
CCOC(=O)C1CCCN(S(=O)(=O)c2ccc(S(=O)(=O)N(CC)CC)cc2)C1 (stereo not drawn)	-28	33*	-20	14	-10	1.1	-2	27	12
Cc1ccc(C(=O)NC(=S)Nc2cccc3nsnc23)cc1	-4	6	4	1	10	0.9	-2	-16	-1
Cc1cc(=O)oc2cc(OCC(=O)Nc3c(Cl)cccc3C(F)(F)F)ccc12	-2	9	-2	5	-3	-0.1	-1	-2	4
O=C(NCc1ccccc1)[C@@H]1CSC2c3ccccc3C(=O)N21 (stereo partly drawn)	3	5	-2	1	11	-2.0	-3	0	3

(more compounds)
canonical_smiles	CHRM5 PAM	CHRM5 antagonist	CHRM4 PAM	CHRM4 agonist	M1 PAM	CRFBP-R2 agonist	M5 ag	M1 antag	M4 antag
c1ccc2c(c1)OC(CCCN1CCCCC1)c1ccccc1S2 (stereo not drawn)	-28	22	-17	12	-24	-1.6	-10	46*	19
CCn1nc(C)cc1C(=O)N1CCCC(C(=O)c2cccc(OC)c2)C1 (stereo not drawn)	-1	10	0	3	2	-0.4	3	-1	0
O=[N+]([O-])c1cccc(NC(=S)N2CCOCC2)c1	0	7	-3	4	13	-1.2	0	-12	-9
COC(CNC(=O)c1ccc2c(c1)nc(C)n2-c1cc(C)cc(C)c1)OC	-3	12	-5	1	15	0.0	-1	-14	1
COC(=O)C(C(=O)OC)C(C[N+](=O)[O-])c1ccc(OC)c(OC)c1 (stereo not drawn)	-3	-2	2	1	5	-0.4	0	-2	2
CCOC(=O)CCc1c(C)nc(SCC(=O)O)c(C#N)c1C	0	2	1	0	14	-1.6	-3	-12	1
COc1ccccc1CNC(=O)c1ccccc1C(=O)NC(CC(C)C)C(=O)NCc1ccccc1OC (stereo not drawn)	0	-5	6	2	-1	0.5	-3	5	-2
COc1ccc2[nH]c(=O)c(CN(Cc3ccc4c(c3)OCO4)C(C)=O)cc2c1	-2	-1	18	3	3	-1.1	8	5	-4
CC(=O)c1ccc(-c2nnc(CCC(=O)N(C)Cc3cnc4ccccn34)o2)s1	-1	1	-6	1	2	4.0	-5	1	-18
O=C(CN1C2CCCC1CC(NC(=O)c1ccccc1)C2)NC1CC1 (stereo not drawn)	9	5	5	2	3	-0.3	-3	-3	-5
O=[N+]([O-])c1ccc(NCCCc2ccccc2)cc1	-15	12	-12	2	-21	2.3	-2	19	10
Fc1ccc(-[n+]2nc(Nc3ccccc3)sc2-c2c3ccccc3cc3ccccc23)cc1	-20	39*	-3	16	-8	-6.2	36*	26	9
CC(C)COc1cccc(C(=O)NC(=S)NCc2cccnc2)c1	7	-9	-8	-2	4	-0.4	-6	-2	6
Cc1ccc(O)c(NC(=O)CN(C)S(=O)(=O)c2ccc(Cl)cc2)c1	-5	11	-15	5	-1	-6.5	-5	0	26
COc1ccc(Cc2c(-c3ccc(F)cc3)nc3ccc(Cl)cn23)c(C)c1	2	-1	-1	-1	-2	.	-1	-20	-3

Next entries follow.
canonical_smiles	CHRM5 PAM	CHRM5 antagonist	CHRM4 PAM	CHRM4 agonist	M1 PAM	CRFBP-R2 agonist	M5 ag	M1 antag	M4 antag
COCCNC(=O)C(NC(=O)C1CCCCC1)C(C)C (stereo not drawn)	0	0	0	1	5	2.4	-2	-8	-7
COCCCNC(=O)c1ccc(CS(=O)(=O)c2ccc(Br)cc2)o1	-9	3	-12	2	5	-1.9	3	-10	-4
Cc1cc(NC(=S)NC(=O)CC(C)C)ccc1Br	-1	-10	-5	-3	-7	-2.8	-5	4	-5
Cc1ccc2c(c1)N=C(c1ccc(F)cc1)CO2	-4	-13	-1	0	-5	1.3	0	10	4
Cc1cc(C)c(S(=O)(=O)NCc2cn3c(C)csc3n2)cc1C	9	0	6	0	2	-0.4	1	5	-2
COC(=O)C1=C[C@@H](C(=O)OC)C2C3=C(C(=O)C24CCCCC4)[C@H](C)n2c(=O)n(C)c(=O)n2[C@@H]3C1 (stereo partly drawn)	-5	7	8	1	7	-0.7	4	-8	-8
COc1ccccc1CNC(=O)c1ccc(NS(=O)(=O)c2cccs2)cc1	1	-9	8	1	1	0.6	-2	-4	-6
Cc1ccc(C(=O)NNC(=O)c2ccncc2)cc1C	-3	16	-11	0	-17	5.2	-3	29	10
CC(CC(=O)N(C)C1CCCCC1)S(=O)(=O)c1ccc2c(c1)NC(=O)CO2 (stereo not drawn)	-2	5	2	1	2	0.2	-3	-2	0
COc1ccccc1NC(=S)N1CCC(NC(=O)c2ccco2)CC1	-1	10	-4	1	7	1.9	-1	1	-4
CC1CCCCN1C(=O)CSc1nnc2c(n1)[nH]c1ccc(F)cc12 (stereo not drawn)	5	0	-7	0	-2	1.0	2	6	17
O=C(c1cccc(Br)c1)N1CCCc2ccccc21	2	3	2	0	3	-4.3	0	-6	4
CC(/C=C1\SC(=S)N(NS(=O)(=O)c2ccc(C)cc2)C1=O)=C\c1ccccc1	-1	9	-8	0	4	-2.2	4	-1	-3
O=C(OCC(=O)N1CCN(C(=O)c2ccco2)CC1)c1ccccc1C(=O)c1ccccc1	-4	6	7	0	3	0.5	0	0	9
CCOC(=O)c1sc(NC(=O)C2CC(=O)N(c3ccccc3OC)C2)nc1C (stereo not drawn)	-8	4	1	4	-5	0.1	2	8	-4

Additional structures:
canonical_smiles	CHRM5 PAM	CHRM5 antagonist	CHRM4 PAM	CHRM4 agonist	M1 PAM	CRFBP-R2 agonist	M5 ag	M1 antag	M4 antag
CCCC(=O)OC1CC(C)N(C(=O)c2ccccc2)c2ccc(C)cc21 (stereo not drawn)	-4	-3	1	-3	-2	1.4	-9	2	-8
NC(=O)C1(C(N)=O)OC1c1ccc(Cl)cc1Cl (stereo not drawn)	11	-9	-7	0	23	-1.4	-1	-13	-3
CC(C)(C)OC(=O)N1CCN(Cc2ccc(F)c(B(O)O)c2)CC1	-1	4	11	1	13	0.9	2	-12	-16
O=C(O)CCCCCNC(=O)C(=O)C1C(=O)Nc2ccccc21 (stereo not drawn)	-7	14	-18	0	0	0.2	2	2	9
CC1Cc2ccccc2N1C(=O)CSc1nc(-c2ccco2)cc(C(F)(F)F)n1 (stereo not drawn)	1	-1	15	0	8	2.7	0	-11	1
Cc1cc(=O)n2[nH]c(C(=O)O)nc2n1	-1	4	10	0	6	-0.5	0	-7	0
COc1ccccc1Nc1ccc(C(=O)NCc2cccs2)cn1	16	2	5	1	6	-1.4	1	-11	-12
CC1CCc2nc(/C(C#N)=C/c3cccnc3)sc2C1 (stereo not drawn)	8	-7	-4	0	7	2.3	-2	-2	5
Cc1nnc(SCC(=O)NC23CC4CC(CC(C4)C2)C3)s1	5	14	1	1	6	-0.9	-4	-7	1
Cc1ccsc1C(=O)Nc1ccccc1N1CCOCC1	8	-6	7	-1	3	-2.3	0	3	7
Clc1cccc(CSc2nnc([C@@H]3CCCN3)o2)c1	0	6	1	0	7	0.8	-8	-3	-3
CCOC(=O)Cc1csc(NC(=O)COc2c(C)cccc2C)n1	-3	-1	0	4	-8	-1.4	-4	7	-8
COc1cccc(NC(=O)C(C)C)c1	1	8	1	1	-6	-3.8	2	16	1
O=C(CN(c1cccc(Cl)c1)S(=O)(=O)c1ccc(Cl)cc1)NCc1ccccn1	-1	-5	20	3	8	1.5	-2	-18	-7
O=C(Nc1ccccc1)OCc1cnc(Cl)s1	2	-1	-2	0	4	1.0	-10	-3	-2

Later entries.
canonical_smiles	CHRM5 PAM	CHRM5 antagonist	CHRM4 PAM	CHRM4 agonist	M1 PAM	CRFBP-R2 agonist	M5 ag	M1 antag	M4 antag
C=Cc1ccc(N=Cc2c(O)ccc3ccccc23)cc1	2	4	0	0	7	12	-2	-6	5
O=C(NNC(=O)c1ccccc1-n1cccc1)c1cccnc1	-4	8	1	1	3	-0.3	1	0	-4
Cc1noc(C)c1CN1C(=O)c2ccc([N+](=O)[O-])cc2C1=O	3	2	1	0	11	-1.0	-1	-4	9
CN(C)Cc1ccccc1C1(O)c2ccccc2CSc2ccccc21 (stereo not drawn)	-15	19	-9	-2	-17	2.4	-11	21	22
Cc1ccc(CNC(=O)CS(=O)(=O)Cc2nc(-c3ccc(C)cc3)oc2C)cc1	-7	15	6	0	20	-3.8	-5	-11	-5
CC1(C)Cc2c(c(-c3ccccc3)nc3[nH][nH]c(=O)c23)CO1	6	-3	21	0	7	-1.0	1	-21	13
Cn1c(=O)[nH]c(=O)c2c1nc(Br)n2C/C=N/Nc1ccccc1	4	5	-4	0	5	-2.5	-1	-6	-10
Cc1ccc(NC(=O)Nc2cccc(C)n2)cc1	-2	11	3	0	3	-1.0	0	0	-3
O=C(NCCc1ccccc1)C1CCCN1C(=O)Nc1ccc(F)cc1 (stereo not drawn)	-9	4	-3	1	-5	-1.4	-2	24	-1

An unsorted share of the library, and some 2.8% of all compounds hit somewhere here.
